dFosB activator = activators of mouse delta FosB homodimer | purified delta FosB, TAMRA-CDK5 oligo fluorescence polarization; percent of positive-control signal above neutral wells | activation, % at 25 µM | 340,000 compounds, 0.99% hits | AID 493131;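 active = mean activation above about 17%, with every replicate also reaching it, limit read from the data, passing the limit was not always enough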;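 note: fluorescence polarization rise as delta FosB binds a TAMRA Cdk5 AP-1 oligo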
Target sequence (P13346 whole entry, looked up): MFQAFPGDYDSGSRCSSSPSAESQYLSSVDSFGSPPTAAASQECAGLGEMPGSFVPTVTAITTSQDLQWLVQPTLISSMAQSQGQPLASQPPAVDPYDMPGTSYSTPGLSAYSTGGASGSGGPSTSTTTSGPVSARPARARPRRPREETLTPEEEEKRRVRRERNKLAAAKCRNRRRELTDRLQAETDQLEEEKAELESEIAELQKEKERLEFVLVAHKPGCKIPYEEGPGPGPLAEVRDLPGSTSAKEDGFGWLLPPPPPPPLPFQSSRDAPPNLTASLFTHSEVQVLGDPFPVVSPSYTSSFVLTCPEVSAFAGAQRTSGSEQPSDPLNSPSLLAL
CDK5 inh = blocks human CDK5/p35 kinase activity. Recombinant CDK5/p35, ADP-Glo luminescence, 60 min. inhibition, % at 10 µM. 330,000 compounds, 0.01% hits. AID 488839;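 active = highest replicate inhibition of at least 50% and at least 75% of replicates reaching 50%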;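 note: plate controls were DMSO neutral control for no effect and GW8510 at 10 µM for full effect; many of its hits are not listed in these tables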
CAL PDZ FP-1 = blocks peptide binding to human CAL PDZ domain. purified CAL PDZ, TMR-peptide fluorescence polarization, 1 h. AID 504414. inhibition, % at 20 µM. Q9HD26. 330,000 compounds, 0.02% hits;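 active = highest replicate inhibition of at least 40%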;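 note: plate controls were DMSO neutral control wells for no effect and unlabeled competitor peptide control wells for full effect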
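material = purified tagged CAL PDZ domain construct (CerCALP) | compound dosing = 20 µM, one dose | times = 1 h at RT | measured by = fluorescence polarization from S- and P-plane intensities, G-factor corrected | read-out = inhibition from polarization loss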
CAL PDZ FP-2 = inhibitors of human CAL PDZ peptide binding; Q9HD26; purified CAL PDZ, TMR-peptide fluorescence polarization, 1 h; AID 602252; 300,000 compounds, 0.92% hits; inhibition, % at 24.9 µM;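 active = mean inhibition of at least 30% with at least half of replicates also reaching 30%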;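 note: 0% = DMSO neutral control and 100% = excess unlabeled competitor peptide PRC23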
MITF act = MITF TRPM1 promoter activation in melanoma cells; SK-MEL-5 TRPM1-promoter luciferase, 24 h; % of positive control, neutral wells = 0; activation, % at 12.5 µM; 300,000 compounds, 0.75% hits;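 active = mean activation of at least 80% with every replicate also reaching 80%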;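 note: 0% = neutral control wells and 100% = parthenolide positive control wells; values of inactives mirror those of a sister screen read the other way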
Rtt109 Vps75 = blocks Candida albicans Rtt109/Vps75 acetyltransferase activity; Q5AAJ8; 330,000 compounds, 0.16% hits; inhibition, % at 34.9 µM; purified Rtt109/Vps75, ThioGlo CoA-SH fluorescence, 4 h;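 active = inhibition of at least 50% in every replicate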
Target sequence (Q5AAJ8 whole entry, looked up): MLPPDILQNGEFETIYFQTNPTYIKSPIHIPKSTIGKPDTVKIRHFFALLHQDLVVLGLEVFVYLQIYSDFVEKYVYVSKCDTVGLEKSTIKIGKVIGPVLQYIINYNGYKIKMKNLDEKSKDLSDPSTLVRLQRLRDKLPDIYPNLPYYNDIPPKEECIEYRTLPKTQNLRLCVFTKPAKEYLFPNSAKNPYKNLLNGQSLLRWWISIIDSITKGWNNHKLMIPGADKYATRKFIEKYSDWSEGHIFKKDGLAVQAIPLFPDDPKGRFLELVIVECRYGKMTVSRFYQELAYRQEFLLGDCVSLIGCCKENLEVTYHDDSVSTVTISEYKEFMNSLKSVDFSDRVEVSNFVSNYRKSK
V-ATPase pHluor = alters yeast V-ATPase proton transport; S. cerevisiae, pHLuorin cytosolic pH fluorescence; response, % at 10 µM; 350,000 compounds, 0.37% hits; AID 504577; in the data active = response mostly above about 7.3%, no sharp cut-off; inactive = mostly below about 5.4%; note: actives read high; inactives centre near 0; some compounds called inactive have numbers as strong as hits; reference of the scale not given here
Tat export inh = E. coli Tat transport inhibition. E. coli MC4100 TorA-mCherry Tat export, fluorescence. inhibition, % at 10 µM. 340,000 compounds, 0.036% hits. AID 488895;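 active = mean replicate inhibition at least 50% and at least half of replicates individually reaching 50%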;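 note: exported cargo escapes ClpAP degradation while cytoplasmic cargo is degraded and loses fluorescence; 0% = median of neutral control wells and 100% = median of NaSCN control wells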
RTF Ca sens act = increases calcium sensitivity of human cardiac regulated thin filaments | P19429+P45379 | IANBD-labeled TnC RTF fluorescence at EC20 calcium; 0% EC20 calcium, 100% full calcium | activation, % at 7.2 µM | 340,000 compounds, 0.24% hits | AID 493008;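 active = activation above the mean over all tested compounds plus 3 SD, cut at about 30% in these data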;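 note: rise in fluorescence read as greater calcium sensitivity of cardiac thin filaments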
Wnt bcat act = activators of Wnt/beta-catenin signaling; Wnt/beta-catenin reporter cell assay, activator, plate reader; 300,000 compounds, 1.2% hits; activation, % at 9.35 µM; in the data active = activation above about 30%, passing the limit was not always enough;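 note: 0% = neutral control wells and 100% = positive control wells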
Numbers without * were called inactive; · = no result given.

SMILES	dFosB activator	CDK5 inh	CAL PDZ FP-1	CAL PDZ FP-2	MITF act	Rtt109 Vps75	V-ATPase pHluor	Tat export inh	RTF Ca sens act	Wnt bcat act
Cc1cc(C(=O)NNC(=O)c2ccc(C)c([N+](=O)[O-])c2)c(C)o1	-4	0.3	-1.2	-5	-1	1	-2	3	-2	2
COc1ccc(/C=C/C(=O)NCC(=O)N/N=C/c2cc(Br)ccc2OCc2ccccc2)cc1	2	-1.2	·	-1	26	-3	-1	-3	-4	·
O=C(N/N=C/c1ccc([N+](=O)[O-])o1)C1CCCC1	4	1.0	1.3	15	-21	5	-2	-5	-1	2
COc1cccc(CN(C(=O)c2ccco2)C(C(=O)NC2CCCC2)c2cccnc2)c1 (stereo unspecified)	4	1.6	-0.3	-5	-6	-3	1	-5	1	·
CC(=O)Nc1ccc(S(=O)(=O)Nc2ccccc2C(=O)N2CCOCC2)cc1	-10	-0.1	-1.5	-4	2	-16	2	-5	0	-2
CCCNc1nc(C)nc2c1cnn2CCc1ccccc1	-3	-0.4	0.4	-2	60	3	-4	10	-1	·
CCCCCc1ccc(C2=NNC(=O)CC2)cc1	-8	-0.9	-0.8	-3	·	1	-3	-2	-1	-2
CN(C(=O)Cc1c(C(=O)O)n(C)c2ccccc12)c1ccc(F)cc1	11	-1.3	·	-3	2	0	2	-4	-4	-2
COc1ccc(-c2nnn(CC(=O)N(Cc3ccccc3Cl)C(C(=O)NCC3CCCO3)c3ccco3)n2)cc1 (stereo unspecified)	8	2.1	-0.4	·	9	8	2	-4	6	·
COc1cccc(NC(=O)c2cc3ccccc3o/c2=N\O)c1	-20	3.2	-9.0	-9	·	-1	7	-30	1	0
CCc1cccc(CC)c1NC(=O)C[n+]1cccc(C(N)=O)c1	1	0.3	0.0	-1	5	-1	-2	-2	3	2
CC(=O)Nc1ccc(S(=O)(=O)N2CCC(=O)Nc3ccccc32)cc1	-10	-3.4	-0.7	·	4	-1	2	2	3	-4
C=CC(C)(C)c1c2occc2c(O)c2ccc(=O)oc12	2	0.3	0.7	1	·	5	-1	-3	0	-1
O=C(NCCCN1CCOCC1)c1cccc(S(=O)(=O)Nc2ccc(F)cc2)c1	3	1.0	0.4	-2	1	0	1	-1	2	-2
C=CCn1cc(C(=O)c2cc(Br)ccc2O)cc(C#N)c1=O	-4	-7.4	0.3	7	-11	0	1	2	9	-2
COc1ccc(-n2nc3c(c2NC(=O)c2ccc4c(c2)OCO4)CS(=O)(=O)C3)cc1	-2	-1.2	-1.1	7	-10	4	0	-5	-6	0
COc1ccc(CN(Cc2cc3cc(C)ccc3[nH]c2=O)C(=O)N(C)C)cc1	-1	-1.6	-1.5	-1	-2	4	-1	2	-3	·
CC(C)(C)N1C(=O)c2ccccc2NC(=O)N1Cc1ccc(Br)cc1	-5	2.7	-1.2	-1	5	3	-2	1	1	-2
O=C(CSc1nnc2ccccn12)Nc1ccccc1Cl	-5	0.9	0.0	-2	15	-4	2	-6	-5	5
Cc1ccc(C)c(OCc2nnc(NC(=O)c3ccco3)s2)c1	-3	-0.9	-1.3	·	-2	-2	0	-6	4	·
COc1ccc(CNC(=O)CSc2nnc(NC(=O)c3ccccc3F)s2)cc1	15	0.9	-1.9	-7	78	-2	3	-2	-2	12
COc1cc(CN2CCCC(CO)(Cc3cccc(Cl)c3)C2)cc(OC)c1O (stereo unspecified)	-13	0.2	-5.8	-6	9	-9	1	-1	3	1
CCc1ccc(CN(C)C(=O)c2ccc3c(c2)OCCO3)cc1	-8	0.9	0.2	2	7	-1	2	4	7	1
CC1CN(Cc2cc(=O)[nH]c(C(C)C)n2)CC(C)O1 (stereo unspecified)	-4	4.9	-0.7	-3	-9	19	2	3	-8	-7
O=S(=O)(NCCNS(=O)(=O)c1ccccc1)c1ccccc1	-3	-14	-0.6	·	-11	5	0	-1	-2	-3
CCOc1cc(N2CCOCC2)c(OCC)cc1NC(=O)c1ccc(S(=O)(=O)N2CC(C)OC(C)C2)cc1 (stereo unspecified)	-4	-0.2	-0.8	-2	-13	-3	2	4	-4	0
O=C(O)CCC(=O)N1CCC(C(=O)c2cccc(Cl)c2)CC1	5	0.4	-1.1	-1	3	-6	2	-2	2	0
CCc1nnc(NS(=O)(=O)c2ccc(NC(=O)OC)cc2)s1	1	0.1	-2.4	-2	-16	0	-5	23	5	·
O=C(CSc1nn(-c2ccc(F)cc2)c(=S)s1)NC1CCS(=O)(=O)C1 (stereo unspecified)	-2	-5.1	-0.6	-1	1	-1	2	6	1	1
N#CC(=C1CCCC1)c1nc(-c2cc3ccccc3oc2=O)cs1	-3	-0.9	-1.4	-3	88*	4	-3	-5	0	19
O=C(c1ccc2c(c1)OCO2)N1CCN(c2ccccc2F)CC1	-4	0.0	-4.4	9	·	-3	2	-6	5	12
CC1(C)C(=O)OC(C(=O)c2ccccc2)C2(CCCCC2)C1=O (stereo unspecified)	3	1.4	-0.3	-4	3	0	-1	4	0	-3
COc1cc(Cl)cc(C(=O)O)c1OCC(=O)O	5	0.0	0.7	5	-2	-7	2	-5	1	-14
Cc1ccc(CC(CC(=O)O)C(=O)NC2CCCCC2)cc1 (stereo unspecified)	-3	-5.6	0.0	-2	·	10	0	5	3	-6
CCOC(=O)c1ccc(Oc2nc(SC)nc(N(C)C)n2)cc1	-4	0.6	·	9	5	2	3	-1	6	0
O=C(Nc1ncccc1O)C1CCN(S(=O)(=O)c2ccc3ccccc3c2)CC1	4	0.8	-1.4	-6	-3	·	-2	2	-1	-2
CCOc1ccc2c(c1)OC(c1ccccc1)(C(F)(F)F)NC2=O (stereo unspecified)	-5	0.5	-0.1	-2	-4	-3	0	-9	-1	4
COc1ccc(S(=O)(=O)NC(C)C(=O)N2CCCC2)cc1Cl (stereo unspecified)	-6	0.1	-8.9	-1	-7	9	2	-8	0	0
COc1ccc(CCNC(=O)c2cn(C)c3ccc(S(=O)(=O)N4CCOCC4)cc3c2=O)cc1OC	-21	-0.6	-3.7	1	-1	1	11	3	3	-1
CCn1c(SCc2c(F)cccc2Cl)nnc1-c1ccco1	-7	0.5	-3.3	-3	25	18	-2	-1	0	-3

A draw from above in order of number of heavy atoms, smallest number first.
SMILES	dFosB activator	CDK5 inh	CAL PDZ FP-1	CAL PDZ FP-2	MITF act	Rtt109 Vps75	V-ATPase pHluor	Tat export inh	RTF Ca sens act	Wnt bcat act
CC1CN(Cc2cc(=O)[nH]c(C(C)C)n2)CC(C)O1 (stereo unspecified)	-4	4.9	-0.7	-3	-9	19	2	3	-8	-7
O=C(O)CCC(=O)N1CCC(C(=O)c2cccc(Cl)c2)CC1	5	0.4	-1.1	-1	3	-6	2	-2	2	0
CC1(C)C(=O)OC(C(=O)c2ccccc2)C2(CCCCC2)C1=O (stereo unspecified)	3	1.4	-0.3	-4	3	0	-1	4	0	-3
O=C(c1ccc2c(c1)OCO2)N1CCN(c2ccccc2F)CC1	-4	0.0	-4.4	9	·	-3	2	-6	5	12
COc1ccc(CNC(=O)CSc2nnc(NC(=O)c3ccccc3F)s2)cc1	15	0.9	-1.9	-7	78	-2	3	-2	-2	12
CCOc1cc(N2CCOCC2)c(OCC)cc1NC(=O)c1ccc(S(=O)(=O)N2CC(C)OC(C)C2)cc1 (stereo unspecified)	-4	-0.2	-0.8	-2	-13	-3	2	4	-4	0

Returning to the listing; the 2 compounds before the break are reprinted first.
SMILES	dFosB activator	CDK5 inh	CAL PDZ FP-1	CAL PDZ FP-2	MITF act	Rtt109 Vps75	V-ATPase pHluor	Tat export inh	RTF Ca sens act	Wnt bcat act
COc1ccc(CCNC(=O)c2cn(C)c3ccc(S(=O)(=O)N4CCOCC4)cc3c2=O)cc1OC	-21	-0.6	-3.7	1	-1	1	11	3	3	-1
CCn1c(SCc2c(F)cccc2Cl)nnc1-c1ccco1	-7	0.5	-3.3	-3	25	18	-2	-1	0	-3
O=C(CN(Cc1ccco1)C(=O)CNS(=O)(=O)c1ccc(F)cc1)NCc1ccco1	-2	-0.7	-1.4	-3	·	-17	1	-2	-6	-3
C/C(=N\N=C(/N)SC1CC(=O)N(c2cccc(Cl)c2)C1=O)c1cccs1 (stereo unspecified)	6	1.2	-2.5	-2	1	19	0	8	6	-3
CC1=C([N+](=O)[O-])C(c2ccc3c(c2)OCO3)N(C)C(=O)N1C (stereo unspecified)	-4	0.9	-1.2	30	8	8	0	-5	1	1
O=C(Nc1ccc(Cl)cc1F)c1cccc2ccccc12	2	-0.2	-1.4	0	·	5	-4	-4	10	10
FC(F)(F)c1ccccc1Nc1nccs1	-1	-1.0	-0.1	-3	-5	3	6	5	1	-2
COc1ccc(C2=NO[C@@H]3C(=O)N(c4c(C)cccc4C)C(=O)[C@H]23)cc1OC	-17	-3.0	0.1	-2	2	-2	-2	13	2	·
Cc1c(C(=O)Nc2c(F)cc(F)cc2Br)sc2ncn(CC(=O)N3CCCC3)c(=O)c12	-3	1.1	-1.9	0	-10	10	-1	1	3	0
CC(=O)Nc1ccc(NS(=O)(=O)c2ccc(C)cc2)cc1[N+](=O)[O-]	2	0.7	-1.5	·	·	3	1	-4	·	-2
CC(SCC(=O)NC(C)C1CC2CCC1C2)C(=O)O (stereo unspecified)	4	-0.8	-0.4	-3	-2	10	2	-1	7	-3
Cc1cc(C)c(C)c(S(=O)(=O)Nc2ccc3cn[nH]c3c2)c1C	6	-0.6	0.1	-3	-22	-3	2	-1	0	-2
Cc1csc(N2CCCC2=O)n1	-2	1.4	-0.6	-2	-3	2	-1	-1	2	-1
COc1ccc(OC)c(NC(=O)COC(=O)CCS(=O)(=O)c2ccc(Cl)cc2)c1	-1	0.6	0.4	-1	12	23	2	7	-4	-2
CCn1c(/C(C#N)=N/O)nc2ccccc21	8	-2.3	-0.7	-5	-9	-5	-2	-2	-3	·
CC(C)(C)CC(=O)Nc1ccc(-c2nnc3n2CCCCC3)cc1	-6	2.2	0.9	-1	-5	2	3	-2	4	1
Cc1ccccc1CN1CCN(C(C)C(=O)NNC(=O)c2ccc(F)cc2)CC1 (stereo unspecified)	4	-0.5	0.2	-2	12	-19	-4	-3	0	2
Cc1ccc2[nH]c(O)c(N=NC(=O)C3CC3c3ccccc3)c2c1Br (stereo unspecified)	-7	0.2	-1.5	-3	12	1	4	-4	-2	·
Cc1cc(Nc2ccccc2O)c2ccccc2n1	3	-1.1	-0.4	5	11	10	-1	8	·	-2

Compounds as they come (roughly 4.1% active in at least one column).
